sgs1 mgt1 = NCI yeast anticancer drug screen, S. cerevisiae sgs1 mgt1 strain. 78,000 compounds, 10% hits. % growth inhibition at 50 µM;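 also: 0% = growth of vehicle-only cultures of the same strain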
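Yeast cells carrying a defined DNA-repair defect were exposed to test compounds. Growth inhibition was measured relative to vehicle-treated controls.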
rad50 = NCI yeast anticancer drug screen, S. cerevisiae rad50 strain; % growth inhibition at 50 µM; 79,000 compounds, 10% hits;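 also: 0% = growth of vehicle-only cultures of the same strain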
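Vehicle-treated cultures provide the reference for the growth inhibition reported for compound-exposed, repair-deficient yeast.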
yeast cln2 rad14 = NCI yeast anticancer drug screen, S. cerevisiae cln2 rad14 strain. 78,000 compounds, 8.3% hits. AID 165. % growth inhibition at 50 µM;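 also: 0% = growth of vehicle-only cultures of the same strain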
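Relative to vehicle controls, growth inhibition of compound-treated cln2 rad14 yeast was recorded.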
mec2-1 = NCI yeast anticancer drug screen, S. cerevisiae mec2-1 strain; % growth inhibition at 50 µM; 79,000 compounds, 9% hits; AID 157;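 also: 0% = growth of vehicle-only cultures of the same strain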
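Compounds were applied to mec2-1 yeast cells. Their growth was then compared with that of vehicle-treated cultures to give growth inhibition.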
mlh1 rad18 = NCI yeast anticancer drug screen, S. cerevisiae mlh1 rad18 strain; % growth inhibition at 50 µM; 79,000 compounds, 11% hits;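 also: 0% = growth of vehicle-only cultures of the same strain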
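Vehicle-treated cultures served as the reference for growth inhibition in a yeast strain carrying DNA damage repair alterations exposed to each compound.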
yeast bub3 = NCI yeast anticancer drug screen, S. cerevisiae bub3 mutant strain; growth inhibition, % at 50 µM; 78,000 compounds, 9.9% hits;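 also: 0% = growth of vehicle-only cultures of the same strain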
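Screening used yeast with an engineered genetic alteration affecting cell cycle control. Compound-exposed cultures were compared with vehicle cultures, and reduced growth was taken as inhibition.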
Starred values were filed as active, the others as inactive; & = joins results of further samples. Rule as the data show it: active = growth inhibition above about 70%; inactive = the rest.

Key to letters: A = sgs1 mgt1; B = rad50; C = yeast cln2 rad14; D = mec2-1; E = mlh1 rad18; F = yeast bub3
> O=c1[nH]cc(NCc2ccco2)c(=O)[nH]1
  A: -8	B: -29	C: -31	D: -10	E: -22	F: -2
> COc1cc(Br)c2nsnc2c1
  A: 20	B: 29	C: 28	D: 11	E: 17	F: -17
> CCOc1ccccc1NC(=O)/C(Cl)=C(\Cl)C(=O)O
  A: 95*	B: 99*	C: 57	D: 98*	E: 76*	F: 64
> O=C1CCC(Cc2ccc(Cl)cc2Cl)C(=O)N1 (stereo not given)
  A: 93*	B: -8	C: -69	D: 6	E: -7	F: -48
> NC(N)=NC(N)=Nc1ccc(N=C(N)N=C(N)N)cc1
  A: -6	B: 4	C: -1	D: -13	E: -1	F: 10
> ClCCCOCc1ccccc1
  A: 4	B: 8	C: 16	D: -13	E: 6	F: 12
> C/C(=C1/N=C(c2cc([N+](=O)[O-])ccc2Cl)N(c2ccc(Br)cc2)C1=O)c1cc2ccccc2oc1=O
  A: 16	B: 35	C: 14	D: 18	E: 20	F: 9
> N=C(N)c1ccc(C(=O)Oc2ccc([N+](=O)[O-])cc2)cc1
  A: 9	B: 1	C: -15	D: 8	E: 10	F: 17
> O=C(CC(=O)N1N=C(N(c2ccccc2)c2ccccc2)CC1c1ccccc1)Nc1ccccc1Cl (stereo not given)
  A: -14	B: 11	C: 3	D: 9	E: 18	F: 7
> C/C(Cc1ccccc1)=N\NC(N)=S
  A: 28	B: 13	C: -13	D: 1	E: 30	F: 8
> CC(C)CN1CC(=O)N2Cc3ccccc3CN2C(=O)C1
  A: -17	B: -29	C: -5	D: -10	E: -2	F: -1
> O=C(O)c1ccc([C@@H]2C(=O)N(O)[C@@H]3C=CC[C@@H]32)cc1
  A: -7	B: -8	C: 20	D: -13	E: 8	F: -15
> N#CC(C#N)=C1C(Br)=CCc2ccccc21
  A: 99*	B: 99*	C: 98*	D: 99*	E: 99*	F: 99*
> Cc1cc(OCCN(C)C)cc(C)c1Cl
  A: 25	B: -2	C: 38	D: -1	E: 9	F: -17
> COC(=O)C1=C(C=O)C2C=CC1C2 (stereo not given)
  A: -26	B: -17	C: 2	D: 1	E: -4	F: -22
> CC(Sc1ccc([N+](=O)[O-])cn1)C(=O)O (stereo not given)
  A: 14	B: 3	C: -37	D: 13	E: 31	F: -26
> N#Cc1c(N)c(C(=O)O)nn(-c2cccc(C(F)(F)F)c2)c1=O
  A: 44	B: -9	C: 11	D: 2	E: -16	F: -11
> C/C(=N\NC(=S)NCc1ccccc1)c1nccnc1C
  A: 83*	B: 91*	C: 86*	D: 89*	E: 92*	F: 83*
> Cc1cc(N(CCC#N)CCC#N)ccc1/C(N=Nc1cccc(Cl)c1)=N/NC(=O)c1cc(Cl)ccc1O
  A: 27	B: 21	C: 10	D: 5	E: -59	F: 34
> O=C(O)c1cc(Br)cc([N+](=O)[O-])c1
  A: -15	B: -9	C: -49	D: 15	E: 21	F: -16
> O=Cc1ccc(O)c(O)c1
  A: 12	B: 18	C: 8	D: -6	E: 19	F: 4
> CN1C(c2ccccc2)CNC(=O)CC1c1ccccc1 (stereo not given)
  A: 2	B: 13	C: -10	D: 0	E: 7	F: -15
> CCOC(=O)NC(=S)NC(C)c1ccccc1 (stereo not given)
  A: 36	B: -10	C: -9	D: 11	E: 1	F: 15
> c1nncn1C12C3C4C5C3C1C5C42 (stereo not given)
  A: -6	B: -18	C: 15	D: -15	E: 12	F: -17
> O=c1nc2c(c(-c3ccc(Br)cc3)[nH]1)COC/C2=C\c1ccc(Br)cc1
  A: 36	B: 31	C: 8	D: 17	E: 31	F: 18

Carrying on.
Key to letters: A = sgs1 mgt1; B = rad50; C = yeast cln2 rad14; D = mec2-1; E = mlh1 rad18; F = yeast bub3
> COC(=O)c1ccccc1C1CN=NC12Cc1ccccc1C2=O (stereo not given)
  A: -16	B: -13	C: -35	D: -12	E: -6	F: -2
> NCCS(=O)(=O)c1ccc(N)cc1
  A: -22	B: 29	C: 0	D: 8	E: -9	F: 15
> CC1c2c(cc(=O)[nH]c2O)C(=O)N1Cc1ccccc1 (stereo not given)
  A: 17	B: 14	C: 12	D: 7	E: 6	F: 8
> O=S1(=O)NC(=NC2CCCCC2)c2ccccc21
  A: 0	B: 31	C: 16	D: -1	E: 0	F: 0
> O=c1nc(-c2ccccc2)cc(-c2ccccc2O)[nH]1
  A: 30	B: 44	C: 34	D: 16	E: 34	F: 17
> CN=C(N)/N=C(\N)Nc1cc2ccccc2c2ccccc12
  A: 10	B: 4	C: -21	D: 27	E: 8	F: 36
> C/C(=C(/O)c1ccccc1)c1nc2ccc(Cl)cc2[nH]c1=O
  A: 10	B: 22	C: 4	D: 15	E: 23	F: 10
> Cc1[nH]c2ccccc2c1C(c1ccccc1)c1c(C)[nH]c2ccccc12
  A: 87*	B: 72*	C: 81*	D: 83*	E: 95*	F: 83*
> N=c1ccccn1CC(O)COc1ccc(Cl)cc1 (stereo not given)
  A: -9	B: 12	C: -18	D: -10	E: -17	F: -2
> CS(=O)(=O)OC[C@H](NC(=O)c1ccccc1)[C@H](COS(C)(=O)=O)NC(=O)c1ccccc1
  A: 18	B: 6	C: 10	D: 9	E: 15	F: -10
> N/N=C1\C(=O)N(C2CCCCCC2)C(=O)C1C(=O)NC1CCCCCC1 (stereo not given)
  A: -7	B: -13	C: -69	D: -33	E: -26	F: -19
> C[n+]1cccc(C#N)c1
  A: 0&-1	B: 5&7	C: -22&-15	D: -7&5	E: 10&0	F: -7&2
> CN(C)CCOc1cc2c(c3ccccc13)-c1ccccc1C2=O
  A: 99*	B: 100*	C: 99*	D: 99*	E: 99*	F: 100*
> CC(Nc1ccc(Cl)c(Cl)c1)C1CCOC1=O (stereo not given)
  A: 95*	B: 86*	C: 80*	D: 97*	E: 95*	F: 95*
> CCOc1ccc(NC(=O)CC2SC(=Nc3ccc(C)cc3)NC2=O)cc1 (stereo not given)
  A: -5	B: -13	C: 4	D: -38	E: -38	F: -32
> c1ccc(C2SCSCS2)cc1
  A: -16	B: 12	C: -8	D: -5	E: 7	F: 1
> S=C(Cc1cc(-c2ccccc2)nc2ccccc12)N1CCOCC1
  A: 12	B: -4	C: -6	D: -22	E: 8	F: 5
> COC(=O)[C@]1(NC(=O)c2ccccc2)C[C@H]1C=O
  A: 14	B: 21	C: 11	D: 15	E: -55	F: 10
> CC(=O)Nc1ccc2c(c1)[nH]c(=O)c1cc(Cl)ccc12
  A: 7	B: 83*	C: 1	D: -1	E: 36	F: -8
> Cc1cc(C#N)c[n+](C)c1
  A: -25	B: -7	C: 16	D: -14	E: -4	F: 5
> C[C@]12CCC(=O)O[C@@H]1CC[C@@H]1[C@@H]2CC[C@]2(C)[C@@H](O)CC[C@@H]12
  A: 42	B: 21	C: 32	D: 14	E: 23	F: 27
> C/C(CC(=O)Nc1ccc(C)c(C)c1)=N\NC(N)=O
  A: -1	B: -32	C: -5	D: -29	E: -24	F: -22
> COC(=O)C1C2C=CC(C2)C1C(=O)OC (stereo not given)
  A: -11	B: -20	C: -28	D: 36	E: 0	F: -8
> CCCC(=O)C(N)Cc1ccc(O)cc1 (stereo not given)
  A: 4	B: -17	C: -9	D: -10	E: -2	F: -16
> NC(=O)Cc1nc(O)cc(=O)[nH]1
  A: -8	B: -8	C: -13	D: -9	E: -2	F: -2

Complete entries as entered above:
`COC(=O)C1C2C=CC(C2)C1C(=O)OC` (stereo not given) reads sgs1 mgt1: -11; rad50: -20; yeast cln2 rad14: -28; mec2-1: 36; mlh1 rad18: 0; yeast bub3: -8
`CN=C(N)/N=C(\N)Nc1cc2ccccc2c2ccccc12` reads sgs1 mgt1: 10; rad50: 4; yeast cln2 rad14: -21; mec2-1: 27; mlh1 rad18: 8; yeast bub3: 36
`c1ccc(C2SCSCS2)cc1` reads sgs1 mgt1: -16; rad50: 12; yeast cln2 rad14: -8; mec2-1: -5; mlh1 rad18: 7; yeast bub3: 1

Remaining list, next part
Key to letters: A = sgs1 mgt1; B = rad50; C = yeast cln2 rad14; D = mec2-1; E = mlh1 rad18; F = yeast bub3
> BrCCc1ccc2ccccc2c1
  A: 1	B: 2	C: 2	D: -1	E: -3	F: 14
> Nc1nc2ccccc2cc1C(=O)O
  A: -8	B: -2	C: 64	D: 19	E: 4	F: 12
> CC(NS(=O)(=O)N1CCOC1=O)c1ccccc1 (stereo not given)
  A: -26	B: -5	C: -17	D: -16	E: -16	F: -22
> c1ccc(C2=NC(=c3ccc(=C4N=C(c5ccccc5)C(c5ccccc5)=N4)cc3)N=C2c2ccccc2)cc1
  A: 60	B: 87*	C: 30	D: 66	E: 94*	F: 51
> C=CCC(OC(=O)C=C(C)C)c1ccc2c(c1)OCO2 (stereo not given)
  A: -7	B: -24	C: -6	D: -32	E: 6	F: 39
> O=C(O)c1ccccc1C(=O)NCc1ccc(Cl)cc1Cl
  A: 21	B: -4	C: -7	D: 23	E: 39	F: 20
> CC1=NS(=O)(=O)NC(C)(C)C1
  A: 15	B: 7	C: 21	D: 2	E: 14	F: 7
> CC(=O)C(N1CCCCC1)C(O)(C(F)(F)F)C(F)(F)F (stereo not given)
  A: -8	B: -8	C: -9	D: -3	E: 5	F: 13
> O=C(c1ccccc1)c1nc2ccc(Cl)cc2c2c1CCCO2
  A: -12	B: -2	C: 29	D: -16	E: -5	F: -12
> CNC(=O)OCc1c(COC(=O)NC)c(-c2ccc(SC)cc2)n(C)c1C
  A: 47	B: 25	C: 0	D: 8	E: 50	F: 3
> CCOC(=O)c1ccc(NC(=O)Nc2cc(Cl)ncn2)cc1
  A: 9	B: 10	C: -23	D: -7	E: -6	F: 10
> Cc1c2occc2cc2c1oc(=O)c1cnccc12
  A: 2	B: 1	C: 21	D: 0	E: 15	F: -5
> COc1ccc(C2OCC3(O)C(c4ccc(OC)c(OC)c4)OCC23)cc1OC (stereo not given)
  A: -1	B: -1	C: 19	D: -3	E: 7	F: -10
> CCOC(=O)c1ccc(NCc2cccnc2)cc1
  A: -16	B: -4	C: -20	D: -2	E: -10	F: 30
> O=C1C=C(c2ccccc2)OC1(Nc1ccccc1)c1ccccc1 (stereo not given)
  A: 76*	B: 72*	C: 45	D: 57	E: 60	F: 73*
> CCCCCCCCCCCCCCCCSc1ccc2ccccc2c1
  A: 41	B: 38	C: -8	D: -14	E: 0	F: -3
> Cn1c2nc(-[n+]3ccc4ccccc4c3)nc-2c([O-])n(C)c1=O
  A: -13	B: -9	C: 49	D: 4	E: -3	F: 0
> CC(=O)C1C(S)CC2C3CC=C4CC(O)CCC4(C)C3CCC21C (stereo not given)
  A: 99*	B: 99*	C: 98*	D: 98*	E: 99*	F: 51
> CCOC1OC(C(O)CO)C(O)C(O)C1O (stereo not given)
  A: -2	B: 5	C: -56	D: -9	E: -1	F: -8
> CCC(=O)OCc1ccccc1Cl
  A: -9	B: -20	C: -20	D: -18	E: -49	F: -64
> c1ccc(-c2cc3c4ccccc4ccn3c2)cc1
  A: 20	B: 15	C: 4	D: 10	E: -6	F: -3
> O=C(Cc1ccccc1)Nc1ccccc1Cl
  A: 5	B: -8	C: 21	D: 0	E: 2	F: 15
> CCN(CC)CC(O)C(COC)OC (stereo not given)
  A: -17	B: -6	C: -18	D: -15	E: -23	F: -29
> CC(=O)n1c(N)nc2ccccc21
  A: 7	B: 21	C: 3	D: -3	E: 29	F: 1
> Cc1ccccc1N1CC2CC3C=CC2(C1)O3 (stereo not given)
  A: 17	B: 8	C: -10	D: 16	E: 2	F: 1

Another view of some results above.
Structure	sgs1 mgt1	rad50	yeast cln2 rad14	mec2-1	mlh1 rad18	yeast bub3
CC1=NS(=O)(=O)NC(C)(C)C1	15	7	21	2	14	7
CC(NS(=O)(=O)N1CCOC1=O)c1ccccc1 (stereo not given)	-26	-5	-17	-16	-16	-22
COc1ccc(C2OCC3(O)C(c4ccc(OC)c(OC)c4)OCC23)cc1OC (stereo not given)	-1	-1	19	-3	7	-10

Continuation:
Key to letters: A = sgs1 mgt1; B = rad50; C = yeast cln2 rad14; D = mec2-1; E = mlh1 rad18; F = yeast bub3
> O=c1c2c3c(sc2nc2n1N=C(c1ccc(Cl)cc1)CS2)CCCC3
  A: -38	B: -24	C: 2	D: 6	E: -17	F: -12
> CCOC(=O)N1c2ccc3ccccc3c2C=CC1C#N (stereo not given)
  A: 97*	B: 96*	C: 96*	D: 97*	E: 95*	F: 86*
> CC(=O)Oc1ccc(C(C)(C)CC(C)(C)C)cc1
  A: 95*	B: 72*	C: 86*	D: 95*	E: 89*	F: 86*
> CCN(CC)CC[n+]1ccc2c(C)c3[nH]c4ccc(O)cc4c3c(C)c2c1
  A: 2	B: 95*	C: -22	D: -12	E: 28	F: -15
> O=C1c2ccccc2C(=O)c2c(NCCCNCCO)ccc(NCCCNCCO)c21
  A: -3	B: -3	C: 5	D: -2	E: -59	F: 3
> CC[N+](C)(CC)Cc1ccccc1[N+](=O)[O-]
  A: -26	B: -33	C: 3	D: -47	E: -29	F: -39
